Bioassay records (PubChem BioAssay)
ABCB6 inh MLPCN: ABCB6 transporter inhibitors, primary screen, K562-ABCB6 cells, flow cytometry, MLPCN library | ATP-binding cassette sub-family B member 6 (Homo sapiens), Q9NP58 | K562-ABCB6 porphyrin accumulation, 1 h; active compounds read low | fluorescence ratio to DMSO, % at 10 µM | actives 0.19% (n = 360,000) | AID 602162, 2011;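 active = fluorescence ratio to DMSO below 75%, the collection mean minus 3 SD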;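 note: signal is porphyrin accumulated inside mitochondria; 100% equals median channel fluorescence of DMSO control wells; lower ratio means ABCB6 inhibition with less porphyrin fluorescence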
m5-HT2A agonist: mouse Htr2a agonists via beta-arrestin recruitment, primary screen, cell-based, luminescence; CHO-K1 mHTR2A beta-arrestin complementation; percent of 30 µM serotonin response; actives 0.66% (n = 360,000); activation, % at 7.6 µM; 5-hydroxytryptamine receptor 2A (Mus musculus), P35363;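 active = activation above a run cutoff, the mean activation of all tested compounds plus 3 SD, cut at about 14% in these data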;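 note: 0% = plate median of compound wells and 100% = 30 µM serotonin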
N-glyco inh: increase of ERlucT glycosylation luciferase signal, primary screen, N-linked glycosylation inhibitor project, D54 ERlucT cells, luminescence, set 2; D54 ERlucT glycosylation luciferase reporter, 24 h; percent of 100 nM tunicamycin response; actives 0.23% (n = 360,000); reporter increase, % at 12.5 µM;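 active = mean luciferase reporter signal, scaled so untreated is 0 and the glycosylation-blocking control 100, at or above a set limit in every replicate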;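 note: luciferase carries N-glycosylation sites so blocking glycosylation raises the light; 0% = median of neutral control wells and 100% = median of 100 nM tunicamycin wells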
NOD2 RIPK2 PPI: NOD2-RIPK2 binding disruptors in cells, primary screen, fluorescence, CHO cells, BLA complementation | AID 624267, 2012 | CCF4 ratio | actives 0.38% (n = 360,000) | inhibition, % at 4.98 µM | Receptor-interacting serine/threonine-protein kinase 2 (Homo sapiens), O43353; in the data active = inhibition above about 21%;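 note: 0% = vehicle only and 100% = reference blocker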
H9c2 protect: cardioprotection against H2O2-induced cell death, primary screen, uHTS, H9c2 cells, ATPLite luminescence; H9c2 cardiomyocytes, H2O2 injury protection, 2 h; protection from H2O2 cell death, % at 20 µM; actives 0.63% (n = 360,000);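 active = compounds giving at least 50% protection of heart cells from peroxide-induced death in the single-dose screen, raw or plate-pattern-corrected value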;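 note: 0% = DMSO wells with peroxide and 100% = DMSO wells without peroxide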
MC4R antagonist: MC4R antagonists of cAMP signaling, primary screen, cell-based, TR-FRET, antagonist arm of biased-ligand search; Melanocortin receptor 4 (Homo sapiens), P32245; MC4R-expressing cells, MTII-stimulated cAMP, LANCE TR-FRET; inhibition, % at 6.5 µM; actives 0.48% (n = 360,000);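 active = inhibition above its plate's cutoff, the mean of tested wells on that plate plus 3 SD, cut at about 29% in these data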;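 note: 0% = Melanotan II alone and 100% = Melanotan II plus saturating MCL0020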
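System – human MC4R-expressing U2OS cells · Also added – Melanotan II · Dosing – one concentration, 6.5 µM nominal · Timing – 30-min compound, 1-h challenge, 1-h detection, room temperature · Measured by – Eu-cAMP/anti-cAMP TR-FRET, emission 671 nm · Replicates – singlicate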
SRC2 inh: inhibition of GAL4-SRC2 driven luciferase reporter, primary screen, SRC2 inhibitor project, cell-based, luminescence; Nuclear receptor coactivator 2 (Homo sapiens), Q15596; HEK293 GAL4-SRC2 luciferase reporter; inhibition, % at 9 µM; actives 0.17% (n = 370,000);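 active = inhibition above the mean inhibition of all tested compounds plus 3 SD, set per campaign, cut at about 52% in these data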;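 note: 0% = DMSO treated cells and 100% = cells given Gossypol at 36 µM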
TLR9-MyD88 block: inhibitors of TLR9-MyD88 association in cells, primary screen, cell-based, CHO, BLA complementation, fluorescence | Toll-like receptor 9 (Homo sapiens) + Myeloid differentiation primary response protein … | CCF4 FRET ratio | inhibition, % at 4.98 µM | actives 0.21% (n = 340,000);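 active = inhibition above the mean over all tested compounds plus 3 SD, cut at about 21% in these data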;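 note: 0% = DMSO only wells and 100% = clavulanate BLA inhibitor control wells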
Target sequence (Q99836 whole entry, looked up): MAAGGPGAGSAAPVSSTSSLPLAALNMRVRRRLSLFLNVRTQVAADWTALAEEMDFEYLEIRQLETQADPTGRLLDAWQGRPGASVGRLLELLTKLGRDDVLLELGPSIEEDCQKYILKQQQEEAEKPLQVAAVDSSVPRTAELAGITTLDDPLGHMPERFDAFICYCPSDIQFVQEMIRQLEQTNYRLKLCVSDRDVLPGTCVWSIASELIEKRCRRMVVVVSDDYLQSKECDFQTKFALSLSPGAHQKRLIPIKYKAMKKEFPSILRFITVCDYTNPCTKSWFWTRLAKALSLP
Target sequence (Q9NR96 whole entry, looked up): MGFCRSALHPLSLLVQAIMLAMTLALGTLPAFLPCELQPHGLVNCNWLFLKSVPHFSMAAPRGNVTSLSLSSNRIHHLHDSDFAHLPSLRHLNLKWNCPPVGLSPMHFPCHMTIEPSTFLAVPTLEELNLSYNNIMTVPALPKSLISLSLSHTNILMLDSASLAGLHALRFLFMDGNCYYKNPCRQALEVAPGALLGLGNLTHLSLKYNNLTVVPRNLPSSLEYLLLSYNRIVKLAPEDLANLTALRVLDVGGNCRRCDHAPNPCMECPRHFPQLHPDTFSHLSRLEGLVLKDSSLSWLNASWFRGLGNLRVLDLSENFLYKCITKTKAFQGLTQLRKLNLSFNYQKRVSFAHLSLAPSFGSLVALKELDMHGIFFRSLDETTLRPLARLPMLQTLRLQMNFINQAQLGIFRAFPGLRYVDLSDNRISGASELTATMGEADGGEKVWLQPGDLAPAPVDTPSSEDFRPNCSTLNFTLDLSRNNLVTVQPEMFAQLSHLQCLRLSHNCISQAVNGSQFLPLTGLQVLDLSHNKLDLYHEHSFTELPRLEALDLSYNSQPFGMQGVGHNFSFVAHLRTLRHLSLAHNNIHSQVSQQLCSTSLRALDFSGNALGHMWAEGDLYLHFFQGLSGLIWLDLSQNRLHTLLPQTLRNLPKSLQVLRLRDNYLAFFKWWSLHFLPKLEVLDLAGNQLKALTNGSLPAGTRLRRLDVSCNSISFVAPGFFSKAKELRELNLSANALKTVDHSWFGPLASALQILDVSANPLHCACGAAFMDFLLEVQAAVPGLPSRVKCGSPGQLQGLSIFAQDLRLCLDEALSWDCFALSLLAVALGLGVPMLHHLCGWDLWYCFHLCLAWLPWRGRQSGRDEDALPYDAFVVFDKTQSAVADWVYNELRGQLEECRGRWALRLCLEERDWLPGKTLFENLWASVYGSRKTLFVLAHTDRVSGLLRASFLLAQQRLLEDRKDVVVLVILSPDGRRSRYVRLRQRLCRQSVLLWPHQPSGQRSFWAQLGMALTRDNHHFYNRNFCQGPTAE
MC4R ag barr: MC4R agonists recruiting beta-arrestin, primary screen, cell-based, luminescence, agonist arm of biased-ligand search; Melanocortin receptor 4 (Homo sapiens), P32245; U2OS MC4R beta-arrestin complementation; percent of melanotan II response, DMSO zero; activation, % at 8.9 µM; actives 0.98% (n = 360,000);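 active = activation above a per-plate cutoff, the mean activation of sample wells on that plate plus 3 SD, cut at about 8% in these data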
ABHD5-PLIN5 inh: ABHD5-PLIN5 interaction inhibitors, primary screen, cell lysate, split luciferase complementation, luminescence. actives 0.78% (n = 360,000). inhibition, % at 4 µM. Perilipin-5 (Homo sapiens) + 1-acylglycerol-3-phosphate O-acyltransferase ABHD5 (Homo …. AID 602281, 2012. Split G. princeps luciferase complementation, 4 h;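 active = inhibition above the mean inhibition across every tested compound plus 3 SD, cut at about 22% in these data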;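 note: 0% = DMSO only wells and the 100% control is not disclosed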
Numbers without * were called inactive. This is a subset. The share of hits here may be higher or lower than overall.

Results for O=C(CN1C(=O)NC2(CCCC2)C1=O)OCc1ccc(Br)cc1 ?
ABCB6 inh MLPCN: 102; m5-HT2A agonist: 10; N-glyco inh: 0; NOD2 RIPK2 PPI: -1; H9c2 protect: 0; MC4R antagonist: 3; SRC2 inh: 2; TLR9-MyD88 block: 9; MC4R ag barr: -3.5; ABHD5-PLIN5 inh: 6

What do the screens show for `NC(=O)C1(N2CCCCC2)CCN(C(=O)c2ccc(-n3cnnn3)cc2)CC1`?
ABCB6 inh MLPCN: 91; m5-HT2A agonist: 0; N-glyco inh: -1; NOD2 RIPK2 PPI: -1; H9c2 protect: -2; MC4R antagonist: 4; SRC2 inh: -14; TLR9-MyD88 block: 14; MC4R ag barr: -1.9; ABHD5-PLIN5 inh: 0

How did CN(C)c1ccc(CN(C(=O)c2cccs2)C2CCS(=O)(=O)C2)cc1 (centres undefined) do in these assays?
ABCB6 inh MLPCN: 104; m5-HT2A agonist: -3; N-glyco inh: 1; NOD2 RIPK2 PPI: -9; H9c2 protect: -4; MC4R antagonist: 26; SRC2 inh: -9; TLR9-MyD88 block: 4; MC4R ag barr: -0.6; ABHD5-PLIN5 inh: 2

What do the screens show for `O=C(Cn1cnc2ccccc2c1=O)c1ccc2ccccc2c1`?
ABCB6 inh MLPCN: 102; m5-HT2A agonist: 6; N-glyco inh: 3; NOD2 RIPK2 PPI: 11; H9c2 protect: -4; MC4R antagonist: 4; SRC2 inh: -23; TLR9-MyD88 block: -15; MC4R ag barr: 1.2; ABHD5-PLIN5 inh: 3

What do the screens show for `COc1cc(OC)nc(NC(=O)NS(=O)(=O)c2ccccc2Cl)n1`?
ABCB6 inh MLPCN: 90; m5-HT2A agonist: 1; N-glyco inh: 2; NOD2 RIPK2 PPI: 6; H9c2 protect: 0; MC4R antagonist: 8; SRC2 inh: 9; TLR9-MyD88 block: -2; MC4R ag barr: 0.1; ABHD5-PLIN5 inh: 4

What do the screens show for `N#CC(C(=O)NCCc1ccccc1)c1nc2ccccc2nc1N1CCCCC1` (centres undefined)?
ABCB6 inh MLPCN: 100; m5-HT2A agonist: 9; N-glyco inh: -3; NOD2 RIPK2 PPI: -3; H9c2 protect: -9; MC4R antagonist: 3; SRC2 inh: 4; TLR9-MyD88 block: 6; MC4R ag barr: 2.1; ABHD5-PLIN5 inh: 7

Results for CC1(C)NS(=O)(=O)Oc2ccccc21 ?
ABCB6 inh MLPCN: 99; m5-HT2A agonist: -1; N-glyco inh: 0; NOD2 RIPK2 PPI: -6; H9c2 protect: 3; MC4R antagonist: 8; SRC2 inh: -72; TLR9-MyD88 block: -6; MC4R ag barr: -1.0; ABHD5-PLIN5 inh: -1

What do the screens show for `C=CCn1c(SCC(=O)c2ccc(CNC(C)=O)o2)nc2ccccc2c1=O`?
ABCB6 inh MLPCN: 99; m5-HT2A agonist: -1; N-glyco inh: 0; NOD2 RIPK2 PPI: -3; H9c2 protect: 12; MC4R antagonist: 1; SRC2 inh: 11; TLR9-MyD88 block: 2; MC4R ag barr: -0.8; ABHD5-PLIN5 inh: 6

What do the screens show for `c1ccc(CNc2c(C3CCNCC3)nc3scc(-c4ccccc4)n23)cc1`?
ABCB6 inh MLPCN: 95; m5-HT2A agonist: 5; N-glyco inh: 1; NOD2 RIPK2 PPI: -9; H9c2 protect: 9; SRC2 inh: -5; ABHD5-PLIN5 inh: -5

How did COC(=O)C1=C(C)N(c2ccc(OC)c(OC)c2)C(=O)C1 do in these assays?
ABCB6 inh MLPCN: 96; m5-HT2A agonist: 0; N-glyco inh: 1; NOD2 RIPK2 PPI: -8; H9c2 protect: 1; MC4R antagonist: 12; SRC2 inh: 19; TLR9-MyD88 block: 2; MC4R ag barr: 3.8; ABHD5-PLIN5 inh: -1

How did CN1C(=O)c2oc3ccccc3c(=O)c2C1c1ccccn1 (centres undefined) do in these assays?
ABCB6 inh MLPCN: 100; m5-HT2A agonist: 4; N-glyco inh: -1; NOD2 RIPK2 PPI: -11; H9c2 protect: 6; MC4R antagonist: 2; SRC2 inh: -12; TLR9-MyD88 block: -3; MC4R ag barr: -0.1; ABHD5-PLIN5 inh: 3

How did Cc1nc(S/C(C(=O)O)=C2/C(=O)Nc3ccccc32)n[nH]1 do in these assays?
ABCB6 inh MLPCN: 97; m5-HT2A agonist: -6; N-glyco inh: -2; NOD2 RIPK2 PPI: -5; H9c2 protect: 10; MC4R antagonist: -35; SRC2 inh: 7; TLR9-MyD88 block: 1; MC4R ag barr: -1.6; ABHD5-PLIN5 inh: 10

How did C#CC(C)OC(=O)Nc1cnccc1C(F)(F)F (centres undefined) do in these assays?
ABCB6 inh MLPCN: 95; m5-HT2A agonist: 0; N-glyco inh: 1; NOD2 RIPK2 PPI: 8; H9c2 protect: 4; MC4R antagonist: -6; SRC2 inh: 11; TLR9-MyD88 block: -8; MC4R ag barr: -1.2; ABHD5-PLIN5 inh: -2

How did COc1ccc(Nc2ccc([N+](=O)[O-])c3nonc23)c(OC)c1 do in these assays?
ABCB6 inh MLPCN: 102; m5-HT2A agonist: 0; N-glyco inh: 0; NOD2 RIPK2 PPI: -12; H9c2 protect: -9; MC4R antagonist: -12; SRC2 inh: -24; TLR9-MyD88 block: 2; MC4R ag barr: -1.4; ABHD5-PLIN5 inh: 7

Results for O=C(O)C1CC=CCC1C(=O)Nc1cccc(F)c1 (centres undefined) ?
ABCB6 inh MLPCN: 96; m5-HT2A agonist: 6; N-glyco inh: 1; NOD2 RIPK2 PPI: -1; H9c2 protect: -1; MC4R antagonist: 10; SRC2 inh: -12; TLR9-MyD88 block: 5; MC4R ag barr: 0.6; ABHD5-PLIN5 inh: 3

How did O=C(CCNC(=O)OCc1ccccc1)NC1CCCCC1 do in these assays?
ABCB6 inh MLPCN: 107; m5-HT2A agonist: 1; N-glyco inh: 1; NOD2 RIPK2 PPI: 7; H9c2 protect: 6; MC4R antagonist: 2; SRC2 inh: 3; TLR9-MyD88 block: 6; MC4R ag barr: -2.9; ABHD5-PLIN5 inh: 0

How did C#CCOCCOCCOCCNc1nc(N2CCN(C(=O)[C@H](C(C)C)n3cc(CCO)nn3)CC2)nc(N2CCN(C(=O)[C@H](C(C)C)n3cc(CCO)nn3)CC2)n1 do in these assays?
ABCB6 inh MLPCN: 97; m5-HT2A agonist: 7; N-glyco inh: 1; NOD2 RIPK2 PPI: -15; H9c2 protect: 6; MC4R antagonist: 7; SRC2 inh: -18; TLR9-MyD88 block: -4; MC4R ag barr: -0.5; ABHD5-PLIN5 inh: -6

Results for CSc1nnc(-c2cccc(NC(=O)c3ccccc3)c2)n1C ?
ABCB6 inh MLPCN: 97; m5-HT2A agonist: 3; N-glyco inh: -1; NOD2 RIPK2 PPI: -7; H9c2 protect: -1; MC4R antagonist: 8; SRC2 inh: 5; MC4R ag barr: -2.0; ABHD5-PLIN5 inh: 1

How did CCOC(=O)C1CCN(S(=O)(=O)NC[C@H]2O[C@@H](n3cnc4c(N)ncnc43)[C@H](O)[C@@H]2O)C1 (some centres undefined) do in these assays?
ABCB6 inh MLPCN: 102; m5-HT2A agonist: 7; N-glyco inh: 1; NOD2 RIPK2 PPI: -11; H9c2 protect: 5; MC4R antagonist: -2; SRC2 inh: 3; TLR9-MyD88 block: -4; MC4R ag barr: -0.4; ABHD5-PLIN5 inh: -4

What do the screens show for `CCS(=O)(=O)c1nc(S(=O)(=O)c2ccc(C)cc2)c(N2CCC(O)CC2)s1`?
ABCB6 inh MLPCN: 98; m5-HT2A agonist: -1; N-glyco inh: -2; NOD2 RIPK2 PPI: -15; H9c2 protect: 9; MC4R antagonist: 3; SRC2 inh: 0; TLR9-MyD88 block: -4; MC4R ag barr: -0.1; ABHD5-PLIN5 inh: 6

What do the screens show for `CCOC(=O)/C(=C/Nc1ccccc1)[N+](=O)[O-]`?
ABCB6 inh MLPCN: 93; m5-HT2A agonist: 4; N-glyco inh: 1; NOD2 RIPK2 PPI: -5; H9c2 protect: -4; MC4R antagonist: 6; SRC2 inh: -20; TLR9-MyD88 block: -7; MC4R ag barr: -1.3; ABHD5-PLIN5 inh: 4

What do the screens show for `CN(Cc1cnccn1)C(=O)c1cc(COc2cccc(C(F)(F)F)c2)on1`?
ABCB6 inh MLPCN: 100; m5-HT2A agonist: -2; N-glyco inh: 0; NOD2 RIPK2 PPI: -4; H9c2 protect: -6; MC4R antagonist: 0; SRC2 inh: -34; TLR9-MyD88 block: 5; MC4R ag barr: -4.3; ABHD5-PLIN5 inh: 1

Results for O=C(CNCc1ccc(F)cc1)Nc1ccc(C(=O)N2CCCCC2)cc1 ?
ABCB6 inh MLPCN: 100; m5-HT2A agonist: -5; N-glyco inh: 0; NOD2 RIPK2 PPI: 2; H9c2 protect: -8; MC4R antagonist: 10; SRC2 inh: -4; TLR9-MyD88 block: 4; MC4R ag barr: -0.8; ABHD5-PLIN5 inh: 5

Results for Cn1c(SCC(=O)NNC(=O)Cc2ccccc2)nnc1-c1ccc(Cl)cc1 ?
ABCB6 inh MLPCN: 98; m5-HT2A agonist: -1; N-glyco inh: 2; NOD2 RIPK2 PPI: -5; H9c2 protect: -2; MC4R antagonist: 6; SRC2 inh: -16; TLR9-MyD88 block: 3; MC4R ag barr: -0.5; ABHD5-PLIN5 inh: -3

What do the screens show for `COC(=O)c1cn(CC(=O)NCc2ccco2)c2ccccc12`?
ABCB6 inh MLPCN: 92; m5-HT2A agonist: -1; N-glyco inh: 2; NOD2 RIPK2 PPI: -6; H9c2 protect: -4; MC4R antagonist: 2; SRC2 inh: -36; TLR9-MyD88 block: 1; MC4R ag barr: 0.2; ABHD5-PLIN5 inh: -7

How did COC(=O)N/N=C/c1ccccc1OCc1ccccc1 do in these assays?
ABCB6 inh MLPCN: 99; m5-HT2A agonist: -5; N-glyco inh: 0; NOD2 RIPK2 PPI: -1; H9c2 protect: -4; MC4R antagonist: 17; SRC2 inh: 5; TLR9-MyD88 block: 9; MC4R ag barr: -2.0; ABHD5-PLIN5 inh: -5
